# Compound activity deposited in PubChem BioAssay by several laboratories.
# GlmU inhibition – inhibition of mycobacterial GlmU enzyme – biochemical, glucosamine-1-phosphate acetyltransferase (AID 1376); M. tuberculosis GlmU acetyltransferase enzyme assay; higher % means a stronger effect; one-dose inhibition, %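 (tested at 30 µM in the primary screen)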; IC50 in µM for titrated hits; 220,000 tested, 0.25% active; in the data active = inhibition above about 13%;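 also: 0% = complete reaction with vehicle and 100% = reaction without substrate; strong numbers were not always called active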
# Mtb RmlCD inh – M. tuberculosis RmlC/RmlD inhibition; P9WH09+P9WH11; RmlC+RmlD coupled enzyme assay, percent inhibition; primary screen in compound mixtures; inhibition, % at 3.6 µM; 160,000 tested, 0.03% active; AID 1533; in the data active = inhibition mostly above about 34%, no sharp cut-off; also: some results filed as inactive read as strong as hits
# Target sequence (P9WH09 whole entry, looked up): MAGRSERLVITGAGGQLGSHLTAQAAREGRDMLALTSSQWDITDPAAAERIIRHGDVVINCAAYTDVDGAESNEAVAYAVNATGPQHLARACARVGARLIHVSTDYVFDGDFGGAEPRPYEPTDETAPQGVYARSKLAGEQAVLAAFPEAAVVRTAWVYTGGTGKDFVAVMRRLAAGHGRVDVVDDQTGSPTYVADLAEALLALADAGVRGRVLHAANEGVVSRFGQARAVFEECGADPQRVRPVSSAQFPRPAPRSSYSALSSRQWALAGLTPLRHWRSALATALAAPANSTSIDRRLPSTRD
# Target sequence (P9WH11 whole entry, looked up): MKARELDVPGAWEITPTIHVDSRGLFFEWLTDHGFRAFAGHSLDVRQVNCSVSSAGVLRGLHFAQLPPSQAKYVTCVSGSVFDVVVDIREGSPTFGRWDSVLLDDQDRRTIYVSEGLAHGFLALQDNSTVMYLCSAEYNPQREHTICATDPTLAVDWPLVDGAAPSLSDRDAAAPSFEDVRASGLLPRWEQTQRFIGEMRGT
# * hit, by the source's call; · = not tested or not shown. An excerpt; rates above refer to the full screens.
# Value order – GlmU inhibition | Mtb RmlCD inh
CS(=O)(=O)N(Cc1ccccc1)c1ccc(C(=O)Nc2ccc3c(c2)OCO3)cc1
  6.3% | ·
N=c1sccn1CC(=O)Nc1ccc2c(c1)CCC2
  -4.9% | ·
CCNc1nc(NC(C)C)nc(N(C#N)CCOc2ccc(Cl)cc2Cl)n1
  -2.6% | 4.0
C/C(=N\OCC(=O)Nc1ccccc1C(=O)O)c1cccs1
  -1.1% | -6.7
O=C(c1ccccc1)c1ccccc1N/C=C/c1nnnn1-c1ccccc1
  3.8% | ·
CCN(CC)CCCNC(=O)Cn1ccc2ccccc2c1=O
  5.2% | 8.8
O=C1C(Nc2ccccc2)=C2CCCC=C2N1c1ccccc1
  -4.0% | ·
CCOc1ccc(CC(=O)NNC(=S)Nc2ccc(OC)c(OC)c2)cc1
  -3.3% | -12.0
CC(=O)n1cc(C2C(=O)CC(C)(C)CC2=O)c2ccccc21
  -5.4% | 8.3
Cc1csc(N2CCCC2c2nc3cc(C(F)(F)F)ccc3n2CCOCCO)n1 (stereo not given)
  -0.2% | ·
O=C1CCC(C(=O)OCc2cc(=O)oc3ccc4ccccc4c23)=NN1
  0.6% | 4.0
C/C(=N\NC(=O)Cn1cc([N+](=O)[O-])cn1)c1ccc(O)cc1
  -1.5% | 15.1
COc1ccc(NS(=O)(=O)c2cccc(NC(=O)CCC(=O)c3ccc(Cl)cc3)c2)cc1
  -5.7% | 14.4
O=C(C1CC1)N1CCc2cc(S(=O)(=O)N(CCO)Cc3ccccc3)ccc21
  · | 0.8
COc1ccc(CCNC(=O)CSc2nc3[nH]ncc3c(=O)n2-c2ccc(C)c(Cl)c2)cc1OC
  -4.7% | 13.4
Cc1cc(-c2nc(C)c(-c3nnc(SCC(=O)Nc4ccc(Cl)cc4)n3C)s2)no1
  0.6% | -5.5
Cc1ccc(C)c(N(CC(=O)NN=C2CCN(C)CC2)S(=O)(=O)c2ccccc2)c1
  0.8% | -11.1
O=Cc1ccc(-c2ccc(F)cc2)o1
  0.8% | -8.2
O=C(CN(c1ccc(Cl)cc1)S(=O)(=O)c1ccc(Cl)c([N+](=O)[O-])c1)NCCc1ccccc1
  -1.5% | ·
O=C(COc1ccccc1)N1CCN(c2nnc(-c3ccccc3)c3ccccc23)CC1
  4.5% | ·
COc1ccccc1C(=O)NCC(=O)N/N=C/c1cc(Br)ccc1OCc1ccccc1
  -0.9% | -11.1
COCc1cc(=O)[nH]c2c1c(-c1ccccc1)nn2C
  3.5% | 8.0
CCN(CC)S(=O)(=O)c1cccc(C(=O)Nc2cccnc2)c1
  3.1% | -7.7
Cc1c(C(C)C)c(=O)n(-c2ccc(S(=O)(=O)N3CCOCC3)cc2)n1C
  2.2% | -6.2
COc1ccc(NC(=O)Nc2ccc(F)c(F)c2)c(OC)c1
  0.2% | ·
O=C(Nc1ccc(NC(=O)C2CC2)nc1)c1cccc(F)c1
  5.6% | ·
CN(CCc1ccccn1)C(=O)Nc1cccc(Cl)c1
  1.0% | 78.0
CN1OC(COC(=O)c2ccccc2)CC1c1ccccc1 (stereo not given)
  -2.4% | 6.6
CCOC(=O)c1cc(C)sc1N1C(=O)C2C3C=CC(C3)C2C1=O (stereo not given)
  1.5% | ·
COc1ccc(/C(O)=C/C(=O)C(=O)NNC(=O)C(O)(c2ccccc2)c2ccccc2)cc1
  1.9% | -4.5
Cc1cccc(CN2C(=O)CCSc3ccc(Cl)cc32)c1
  1.7% | 7.1
O=C(CCc1ccccc1)NNC(=O)c1ccc(NC(=O)c2ccccc2)cc1
  -8.6% | 7.0
Oc1ccc(CNCC2COc3ccccc3O2)cc1 (stereo not given)
  -3.7% | ·
O=C(Cc1ccccc1)NCCSC1CCCCC1
  1.1% | 6.5
CN(C)c1nc(OCCNC(=O)COc2ccc(Cl)cc2Cl)nc(N(C)C)n1
  2.8% | -6.2
COc1ccc(CCNC(=O)COc2ccc(S(=O)(=O)NC3CCCCC3)cc2Cl)cc1OC
  5.1% | 9.0
COc1ccccc1C1C(C#N)=C(N)N(c2cccnc2)C2=C1C(=O)CC(C)(C)C2 (stereo not given)
  -2.1% | 11.0
CCOCCCNS(=O)(=O)c1cc(Br)cc2c1N(C(=O)C1CC1)CC2
  -4.1% | 49.0
O=C(NCCN1CCOCC1)Nc1ccc(F)cc1
  -8.5% | ·
COc1ccc(N2C(=O)C3CCCN3C2c2cccc(C)c2)cc1 (stereo not given)
  7.2% | 4.2
Cc1cc2nc3c(=O)n(Cc4ccccc4)c(=O)[nH]c3nc2cc1N
  0.2% | 11.2
COC(=O)c1ccc(/C=N\NC(=O)c2ccc(C)cc2Cl)cc1
  2.0% | ·
COC(=O)CN=Cc1c(C)[nH]n(-c2ccccc2)c1=O
  1.9% | -8.6
COc1ccc(C2C(C(=O)Nc3cccnc3)=C(C)Nc3nc(-c4cccs4)nn32)cc1 (stereo not given)
  7.2% | ·
CC(NC(=S)NCc1ccccc1)C12CC3CC(CC(C3)C1)C2 (stereo not given)
  -3.1% | -5.3
CCC(C)NC(=O)C1c2ccccc2C(=O)N1Cc1ccccc1OC (stereo not given)
  -2.2% | 0.0
C=CCOC(=O)C1=C[C@H](c2csc3ccccc23)[C@@H](CCCO)[C@H](OCC)O1
  -1.9% | ·
COc1ccc(C=Nc2ccc3[nH]ncc3c2)c(O)c1
  2.0% | ·
CCN(CC)S(=O)(=O)c1ccc(C(=O)NCc2ccc3[nH]c4c(c3c2)CCCC4)cc1
  -5.9% | ·
C/C(CC(=O)Nc1cc(C)ccn1)=N\NC(=O)COc1cccc(C)c1
  -1.0% | ·
COCCNC(=O)CN(c1cc(Cl)ccc1OC)S(C)(=O)=O
  -0.7% | ·
O=[N+]([O-])c1cccc(/C=N/NS(=O)(=O)c2ccccc2)c1
  -4.1% | ·
Cc1ccc(OCc2nnc(SCC(=O)c3ccccc3)n2Cc2ccco2)cc1
  -7.8% | ·
CC(C)(C)c1ccc(-c2nnc(SCC(=O)c3ccc4c(c3)OCCO4)o2)cc1
  · | 11.9
CN(C)c1nc(SCC#N)nc(N(C)C)n1
  2.4% | -6.1
CO[C@@]1(NC(=O)CSCC#N)C(=O)N2C(C(=O)O)=C(CSc3nnnn3C)CS[C@@H]21
  -3.6% | ·
COc1cccc(N2C(=O)Nc3ccccc3C2(O)C(=O)NCc2ccc3c(c2)OCO3)c1 (stereo not given)
  -4.8% | 10.4
CCCN1C2CCCC1CC(NC(=O)C1CCCCC1)C2 (stereo not given)
  -2.7% | ·
CCCc1cc(=O)[nH]c(Nc2ccc(OC)c(Cl)c2)n1
  -0.3% | ·
CO/N=C(\Cn1ncc(NC2CCCCC2)c(Br)c1=O)c1ccc(Cl)cc1
  2.6% | 9.6

# Four compounds picked at random from those above:
# Value order – GlmU inhibition | Mtb RmlCD inh
Cc1csc(N2CCCC2c2nc3cc(C(F)(F)F)ccc3n2CCOCCO)n1 (stereo not given)
  -0.2% | ·
COCc1cc(=O)[nH]c2c1c(-c1ccccc1)nn2C
  3.5% | 8.0
CN(C)c1nc(OCCNC(=O)COc2ccc(Cl)cc2Cl)nc(N(C)C)n1
  2.8% | -6.2
O=Cc1ccc(-c2ccc(F)cc2)o1
  0.8% | -8.2

# Other structures:
# Value order – GlmU inhibition | Mtb RmlCD inh
COc1cccc(-n2cc(CN(C)Cc3nc(Cc4ccccc4)no3)cn2)c1
  0.4% | -15.3
CC(=O)c1ccc2c(c1)C1C=CCC1C(c1ccc(S(=O)(=O)N3CCOCC3)cc1)N2 (stereo not given)
  0.7% | 5.1
CCOC(=O)c1c(C)c(C(=O)Nc2ccc(F)cc2)c(C)n1C
  1.3% | -10.8
CC1CN(C(=O)c2ccc(C(=O)c3ccccc3)cc2)CC(C)O1 (stereo not given)
  6.2% | 0.0
CCN(CCCNC(=O)c1c(C)cc(=O)oc1C)c1ccccc1
  1.6% | -6.5
O=C(OCC(=O)N1CCN(C(=O)c2ccco2)CC1)c1cc(-c2ccc(Cl)c(Cl)c2Cl)nc2ccccc12
  -2.8% | -6.6
COc1ccc(NC(=O)CN2CCN(CC(=O)Nc3cc(OC)cc(OC)c3)CC2)cc1
  -3.1% | 1.0
CCOC(=O)C1=C(CSc2nc(-c3ccccc3)ccc2C#N)OC(N)=C(C#N)C1c1cccnc1 (stereo not given)
  0.4% | -45.5
CC(=O)N1CCN(C2=NC(=O)/C(=C\c3cccs3)S2)CC1
  6.7% | -5.8
Cc1cc(C)n(Cc2ccc(NC(=O)c3c([N+](=O)[O-])c(C)nn3C)cc2)n1
  2.8% | -7.4
CSC1=N/C(=C\c2ccccc2)C(=O)N1C
  -1.1% | ·
CCOC(=O)c1ccc(NC(=O)c2nc[nH]c2C(=O)N[C@@H](CC(C)C)C(=O)OC(C)(C)C)cc1
  2.5% | -4.0
O=C(NC1CC1)C1=C[C@H](c2c[nH]c3ccccc23)C[C@H](OCCCCO)O1
  0.1% | -7.1
CN(C)CCCNC(NC(=O)c1cccs1)C(Cl)(Cl)Cl (stereo not given)
  -8.2% | 2.3
COc1ccc(CN2CCCCC2C)cc1C (stereo not given)
  -0.4% | ·
CC(=NCCCO)c1c(O)[nH]c(=O)[nH]c1=O
  1.8% | 9.2
CCc1ccc2c(c1)C1(C(=O)N2)N2CCCC2C(C(=O)c2ccc3ccccc3c2)C12C(=O)Nc1ccccc12 (stereo not given)
  -4.4% | 11.0
CC(C)(C)C(=O)Nc1ccccc1C(=O)OCC(=O)c1ccc2c(c1)OCCO2
  1.2% | 2.4
COc1ccc([N+](=O)[O-])cc1NC(=S)NC(NC(=O)Cc1ccc(OC)c(OC)c1)C(Cl)(Cl)Cl (stereo not given)
  -3.2% | -0.3
C=CCn1c(SCC(=O)c2c(N)n(CCC)c(=O)n(C)c2=O)nc2sc(CC)cc2c1=O
  3.5% | ·
COC(=O)c1ccc(COC(=O)c2ccc(CO)cc2)o1
  -1.8% | 9.9
Cc1cccc(C)c1NC(=O)COC(=O)C1Cc2ccccc2CN1C(=O)c1ccccc1 (stereo not given)
  4.7% | -16.1
COc1cccc(/C=N/NC(=O)c2[nH]c(C)c(C(=O)N/N=C/c3cccc(OC)c3)c2C)c1
  5.8% | -9.7
O=C(C1COc2ccccc2O1)N1CCN(c2ccc(F)cc2)CC1 (stereo not given)
  3.2% | ·
S=C1N(c2ccccc2)C(c2cccc3ccccc23)N2CCCN12 (stereo not given)
  64.4% | 3.7
Cc1cccc(-c2nnc(SCC#N)n2C)c1
  2.2% | 2.2
CN(C)c1nnnn1Cc1ccc(Cl)cc1Cl
  · | 1.6
O=C(CSc1nnc(-c2ccco2)o1)c1ccc([N+](=O)[O-])cc1
  1.6% | -21.0
COC(=O)Cn1c(CCS(=O)(=O)c2ccc(C)c(C)c2)nc2ccccc21
  1.6% | ·
CCCCN(Cc1ccccc1)C(=O)CCN1C(=O)C2C3C=CC(C3)C2C1=O (stereo not given)
  -8.1% | -4.4
O=c1nc(N/N=C/c2ccco2)cn[nH]1
  7.5% | -11.0
Cc1nc(/C(N)=N/OC(=O)c2ccc(Cl)cc2)c(C(F)(F)F)o1
  · | -4.7
CCn1c(-c2nn(C)cc2Cl)n[nH]c1=S
  4.3% | 7.2
OC(CN1CCCCC1)Cn1c(C(F)(F)F)nc2ccccc21 (stereo not given)
  2.1% | 11.9
C[C@@H]1C=C[C@](Cc2ccccc2)(C(=O)O)N1C(=O)c1ccccc1
  -0.1% | ·
NS(=O)(=O)c1ccc(N/N=C2/CCCCC2C2CCCCC2)c([N+](=O)[O-])c1 (stereo not given)
  -5.2% | 11.2
O=C(NCCSCc1ccccc1)c1ccc(Cl)c(S(=O)(=O)N2CCOCC2)c1
  -4.5% | ·
COC(=O)c1cccnc1-n1c(=O)c2cccnc2n(Cc2ccc([N+](=O)[O-])cc2)c1=O
  4.2% | -5.4
COC(=O)c1scc2c(=O)cc(C(F)(F)F)[nH]c12
  3.4% | 6.3
Clc1nc(CN2CCCCC2)nc2sc3c(c12)CCCC3
  5.0% | 2.4
Cc1ccc(CNC(=O)CCCNC(=O)c2ccc(Cl)cc2)n1C
  6.7% | ·
O=C(NNC(=O)c1ccc[nH]1)Nc1cc(Cl)cc(Cl)c1
  -0.8% | 4.3
Cc1cc(C)n(CC(O)COc2ccccc2[N+](=O)[O-])n1 (stereo not given)
  -3.2% | 10.7
CNC(=O)c1ccccc1NC(=O)c1cccc(S(=O)(=O)N2CCCCC2)c1
  1.0% | ·
COc1ccccc1NC(c1cccnc1)c1ccc2cccnc2c1O (stereo not given)
  4.7% | 6.3
Cc1cccc(OCC(=O)Nc2nnn(C)n2)c1C
  -0.6% | ·
O=C(CC(=O)N/N=C\c1cccc(Cl)c1Cl)NCc1ccccc1
  5.4% | 1.0
CC(C)OP(=O)(OC(C)C)C(Nc1ccc(C(=O)O)cc1)c1ccccc1 (stereo not given)
  4.8% | -9.2
CCCC(=O)N1CCN(c2ccc([N+](=O)[O-])c(NC(C)c3ccccc3)c2)CC1 (stereo not given)
  -3.8% | -12.8

# Profiles, looked up by structure. Screens in order: GlmU inhibition | Mtb RmlCD inh
# Entry for Clc1nc(CN2CCCCC2)nc2sc3c(c12)CCCC3 : 5.0% | 2.4
# Entry for Cc1cccc(OCC(=O)Nc2nnn(C)n2)c1C : -0.6% | ·
# Entry for O=C(NCCSCc1ccccc1)c1ccc(Cl)c(S(=O)(=O)N2CCOCC2)c1 : -4.5% | ·
# Entry for NS(=O)(=O)c1ccc(N/N=C2/CCCCC2C2CCCCC2)c([N+](=O)[O-])c1 (stereo not given) : -5.2% | 11.2
